# PTHR1 agonist – PTHR1 (human) receptor agonism | Q03431 | HEK293 GP2 PTHR1 cells, GloSensor cAMP luminescence, 1 h | Potency, µM (doses to about 115 µM), without a hit: at the highest dose activation, actives largely listed as activators | 410,000 compounds, 0.075% hits; further: potency means the concentration at half of the fitted maximal effect; nearly all actives have a fitted effect of over 55% in size; some results filed as inactive show a strong effect at the top dose; inactives centre near -15; many of its hits are not listed in these tables
# Target sequence (Q03431 whole entry, looked up): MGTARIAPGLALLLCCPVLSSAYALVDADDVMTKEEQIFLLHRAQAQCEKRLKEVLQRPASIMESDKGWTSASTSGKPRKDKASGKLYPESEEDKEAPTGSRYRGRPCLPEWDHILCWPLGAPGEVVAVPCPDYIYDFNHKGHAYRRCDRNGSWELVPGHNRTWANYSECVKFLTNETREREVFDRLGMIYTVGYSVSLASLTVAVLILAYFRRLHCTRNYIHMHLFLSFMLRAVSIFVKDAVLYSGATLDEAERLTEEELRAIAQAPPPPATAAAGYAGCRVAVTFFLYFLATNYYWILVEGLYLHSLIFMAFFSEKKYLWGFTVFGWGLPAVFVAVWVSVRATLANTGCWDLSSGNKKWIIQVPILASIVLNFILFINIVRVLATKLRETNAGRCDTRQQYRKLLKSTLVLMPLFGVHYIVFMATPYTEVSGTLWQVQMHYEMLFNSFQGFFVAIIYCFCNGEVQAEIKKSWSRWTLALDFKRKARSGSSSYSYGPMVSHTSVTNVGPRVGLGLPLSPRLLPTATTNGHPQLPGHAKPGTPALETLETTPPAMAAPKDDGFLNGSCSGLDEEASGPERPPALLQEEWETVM
#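 HEK-293-derived GP2 cells expressing PTHR1 and a GloSensor cAMP reporter, 3,000/well, plated overnight, given luciferin plus IBMX (each 0.5 mM as added) for 1 h at 37 °C, then compound for 1 h at 37 °C. Luminescence was read after 15 min at room temperature.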
# GLP-1R inv ag – GLP-1 receptor (human) inverse agonism | P43220 | HEK293 GLP-1R CRE-luciferase, luminescence, 24 h; GLP-1R form is constitutively active | Potency, µM (top dose mostly 38.3 µM), for inactives: at the top dose activity change, negative = inhibition, usual class: inhibitors | 410,000 compounds, 1.6% hits | AID 624417; further: potency means the concentration at half of the fitted maximal effect; on the % scale 0 is the no-effect control and ±100 the full control effect; nearly all actives have a fitted effect of over 55% in size
# Target sequence (P43220 whole entry, looked up): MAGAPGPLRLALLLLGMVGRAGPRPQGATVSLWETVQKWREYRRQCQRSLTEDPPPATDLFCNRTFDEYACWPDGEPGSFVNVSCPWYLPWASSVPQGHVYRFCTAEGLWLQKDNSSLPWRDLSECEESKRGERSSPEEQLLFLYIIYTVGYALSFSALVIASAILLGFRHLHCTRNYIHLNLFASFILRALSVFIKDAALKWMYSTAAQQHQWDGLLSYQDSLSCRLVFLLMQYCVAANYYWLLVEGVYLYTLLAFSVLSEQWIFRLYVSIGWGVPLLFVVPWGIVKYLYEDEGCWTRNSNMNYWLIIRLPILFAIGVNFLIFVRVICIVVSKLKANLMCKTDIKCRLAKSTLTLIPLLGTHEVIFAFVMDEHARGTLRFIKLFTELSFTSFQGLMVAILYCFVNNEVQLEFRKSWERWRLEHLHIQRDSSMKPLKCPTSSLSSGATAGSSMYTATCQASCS
#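 Inverse agonists were sought by their lowering of basal cAMP reporter luciferase output in HEK293 cells stably carrying constitutively active human GLP-1R, after 24 h compound treatment.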
# FUS suppressor – rescues growth of FUS-expressing yeast. S. cerevisiae FUS-expressing, growth rescue, OD600, 24 h. Potency, µM (top dose mostly 76.6 µM), inactives show at the top dose growth rescue (activation), usual class: activators. 390,000 compounds, 0.24% hits. AID 1347120;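 further: potency means the concentration at half of the fitted maximal effect; plate controls were DMSO vehicle for no effect and reference control for full effect; nearly all actives have a fitted effect of over 55% in size; some results filed as inactive show a strong effect at the top dose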
#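 Compound concentration series was pinned onto galactose-induced FUS-expressing yeast seeded at OD 0.005. Plates sat 24hr at 30C; absorbance at 600 nm gave growth. DMSO served as background control.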
# Akt phos inh – blocks phosphorylation of Akt | Neuro2A IGF-stimulated pAkt S473 HTRF, 20 min; stronger effect = lower value | activity change, % for hits at 50 µM | 360,000 compounds, 0.32% hits | AID 651550; in the data active means activity change below about -80%; inconclusive means mostly about -51% to -80%; further: on the % scale 0 is the no-effect control and ±100 the full control effect
#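 Single-point screen (50 µM final compound) in Neuro2A cells stimulated 20 min with 6 nM IGF at 37 deg C. After lysis, Ser473-phosphorylated Akt read by HTRF (ex 330 nm, em 615/665 nm) as the 665/615 ratio.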
# Abeta yeast res – restores growth of yeast expressing A-beta42 peptide; yeast expressing A-beta42, growth rescue, OD600, 48 h; response scale: 0% DMSO, 100% iron-clioquinol control; Potency, µM (titrated, usually from 46.1 µM), for the others: at the highest dose growth rescue, most hits filed as activators; 410,000 compounds, 0.063% hits; further: potency means the concentration at half of the fitted maximal effect; nearly all actives have a fitted effect of over 55% in size
#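 Growth rescue measured by 600 nm absorbance after 48 h yeast culture at 30 C with compound. Values normalized between DMSO and an equimolar ferric chloride plus clioquinol control.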
# GLP1R cytotox – cytotoxicity in counter-screen for GLP-1R inverse agonists; HEK293 cAMP-luciferase reporter cells, luminescence, 24 h; 410,000 compounds, 0.13% hits; Potency, µM (series often up to 38.3 µM), for inactives: top-dose activity change, negative = inhibition, usual class: inhibitors;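 further: loss of luciferase light is scored as toxicity; potency means the concentration at half of the fitted maximal effect; on the % scale 0 is the no-effect control and ±100 the full control effect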
#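 To flag toxic compounds, the library was rerun on cells for 24 hr at 37 deg C and 5% CO2. Viability-linked luminescence was captured 12 min after adding luciferase detection reagent.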
# MmCpn inh – M. maripaludis TRiC chaperonin inhibition | purified Mm-Cpn ATPase, ADP Transcreener TR-FRET | Potency, µM (titrated, usually from 76.9 µM), for the others: at the highest dose activity, negative = inhibition, actives largely listed as inhibitors | 330,000 compounds, 0.031% hits | AID 504842; further: potency means the concentration at half of the fitted maximal effect; on the % scale 0 is the no-effect control and ±100 the full control effect; nearly all actives have a fitted effect of over 80% in size
#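 Purified archaeal chaperonin (25 nM final) was preincubated with compound for 10 min at 37°C, then ATP (10 uM final) was added for 30 min at 37°C in Tris pH 7.4/KCl/MgCl2/DTT buffer. ADP was quantified by HTRF Transcreener TR-FRET.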
# TDP-43 yeast inh – rescues yeast growth from TDP-43 toxicity; 410,000 compounds, 1.8% hits; Potency, µM (highest dose often 46.1 µM), for the others: top-dose growth rescue (activation), actives largely listed as activators; TDP-43 expressing yeast growth rescue, BacTiter-Glo, 24 h; further: potency means the concentration at half of the fitted maximal effect; % of control where 0% means no effect; nearly all actives have a fitted effect of over 50% in size
#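 Yeast expressing TDP-43 (pregrown in raffinose, seeded at OD600=0.02 in galactose medium) exposed to compounds 24 hr at 30 deg C. Growth read by BacTiter-Glo luminescence; rescue of toxicity appears as increased signal.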
# aSyn yeast inh – inhibitors of alpha-synuclein toxicity in yeast; Yeast expressing alpha-synuclein, growth rescue, BacTiter-Glo, 24 h; Potency, µM (series often up to 46.1 µM), inactives show top-dose growth rescue (activation), usual class: activators; 370,000 compounds, 0.14% hits; AID 652106; further: potency means the concentration at half of the fitted maximal effect; % of control where 0% means no effect; nearly all actives have a fitted effect of over 65% in size
#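 Rescue of yeast growth: cells expressing toxic alpha-synuclein, induced in galactose at OD600 0.02, incubated with compound 24 h at 30 C. ATP luminescence quantified growth; inhibitors of toxicity appear as activators.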
# * marks the source's active call; other numbers are inactive results; i = inactive; ? = inconclusive; . = not tested or not shown; [ ] = remark or other dose. Unless noted, the call rests on the fitted dose curve; in most records, active means well fitted curve in the direction sought with a large enough effect; inconclusive means small, poorly fitted or top-dose-only effect, or another doubt; inactive means no such curve, though single readings can be large; an effect the other way counts as inactive or inconclusive.
# Order of values – TDP-43 yeast inh	GLP1R cytotox	Abeta yeast res	PTHR1 agonist	Akt phos inh	GLP-1R inv ag	MmCpn inh	FUS suppressor	aSyn yeast inh
O=C1C=CC(=O)C(C2=C3C(=O)N(CCc4ccccc4)CC(=O)N3CCC2)=C1
    ?	?	2%	-38%[inhibitor]	i	12%	0%	.	13%
Nc1ccc(CCC(=O)N2CCCC2)cc1
    0%	0%	-1%	-2%	i	17%	-4%	-14%	-9%
CSc1nc(N)nc2c1ncn2CC(=O)NCc1ccccc1
    14%	-8%	7%	i	i	9%	0%	-16%	2%
Cc1cccnc1NC(=O)c1ccc(NS(=O)(=O)/C=C/c2ccccc2)cc1
    6%	0%	6%	-30%[inhibitor]	i	1%	-1%	7%	3%
N#Cc1ccccc1S(=O)(=O)N1CCN(C(=O)CCNS(=O)(=O)c2ccc(Cl)cc2)CC1
    -5%	0%	-11%	-54%[inhibitor]	i	2%	.	34%	8%[1.84 µM]
O=C(Cn1nc(-c2ccc(Cl)cc2)c2ccccc2c1=O)NN1CCOCC1
    -10%	-2%	-3%	-22%	i	-27%	-1%	10%	-2%
Cc1ccc(OCCNS(=O)(=O)c2ccc(N3CCCC3=O)cc2)cc1C
    -11%	18%	-14%	i	i	-1%	-3%	-3%	-8%
COc1cc(OC)c(C(=O)NCC2CCCO2)cc1OC (configuration not stated)
    13%	-2%[0.307 µM]	-7%	-76%	i	-20%[0.307 µM]	-1%	-8%	-3%
COc1cccc(C2c3[nH]c4ccccc4c3CCN2Cc2cnc(C)s2)c1OC (configuration not stated)
    -2%	3%	15%	-10%	i	-10%	0%	16%	1%
COCCn1c(CNC(=O)c2cccc(C)c2)nc2cccnc21
    6%	3%	-12%	i	.	0%	.	-12%	.
O=C(CSc1nnc2sc3ccccc3n12)N1CCN(c2ccccc2)CC1
    21%	-14%	-23%	i	.	1%	-3%	27%	-1%
CC(C)CC(=O)Nc1ccc(Cl)c(-c2nc3ccccc3[nH]2)c1
    18%	1%	0%	-15%	.	-22%	.	-11%	.
CSc1nncc(/C(C)=N\Nc2cccc(C)c2)n1
    -12%	-1%	-12%	i	i	0%	-2%	2%	-2%
CC(NC(=O)CNC(=O)C1CCCCC1)c1ccc(S(N)(=O)=O)cc1 (configuration not stated)
    -15%	-11%	-5%	i	i	8%	0%	-1%	6%
COc1cc2c(cc1OC)CN(C(=O)CSc1ccccc1C)CC2
    14%	16%	0%	i	i	2%	-17%	22%	6%

# Looked up above:
# In GLP-1R inv ag, O=C1C=CC(=O)C(C2=C3C(=O)N(CCc4ccccc4)CC(=O)N3CCC2)=C1 is listed with 12%
# In aSyn yeast inh, Cc1cccnc1NC(=O)c1ccc(NS(=O)(=O)/C=C/c2ccccc2)cc1 is listed with 3%

# The listing continues.
# Order of values – TDP-43 yeast inh	GLP1R cytotox	Abeta yeast res	PTHR1 agonist	Akt phos inh	GLP-1R inv ag	MmCpn inh	FUS suppressor	aSyn yeast inh
O=C(NCc1cccnc1)[C@@H]1CC=C[C@@H]2CCN(Cc3ccc(Cl)c(Cl)c3)C(=O)[C@@H]21
    12%	2%	-16%	-21%	i	?	.	11%	-1%
CSc1cccc(NC(=O)CC(c2ccc(F)cc2)N2Cc3ccccc3C2=O)c1 (configuration not stated)
    -14%	-9%	-18%	-62%[inhibitor]	.	-20%	.	5%	.
CCCOc1ccc(C(O)C(CN2CCOCC2)c2ccccc2)cc1 (configuration not stated)
    -2%	-7%	7%	-4%[57.5 µM]	i	?	2%	-15%	4%
C=CCOC(=O)/C(=C\c1cccc2ccccc12)NC(=O)c1ccccc1
    7%	5%	3%	-5%[57.5 µM]	i	?	2%	0%	16%
O=C(C[n+]1ccc(/C=N/O)cc1)NC(=O)Nc1ccccc1
    5%	11%	0%	-10%	i	12%	2%	-5%	1%
COc1ccc(NCc2nnc(SCC(=O)c3ccc(OC)cc3)n2C)cc1
    0%	-29%	-7%	-20%	i	-3%	0%	?	20%
NC(=O)N/N=C/c1ccc(-n2nncc2-c2ccc(Cl)cc2)cc1
    -20%	11%	-18%	7%	i	10%	0%	10%	0%
CCOc1ccccc1NC(=O)CSc1ccccc1
    14µM*	3%	3%	-4%[57.5 µM]	i	-20%	-1%	-1%	3%
Cn1nc(C(F)(F)F)c(-c2ccc(Br)cc2)c1NC(=O)CSCC(=O)O
    -16%	13%	-7%	?	i	1%	-1%	11%	-18%
Cc1ccc(-c2cc3ccccc3nc2N)cc1
    11%	-14%	-11%	-50%[inhibitor]	i	?	1%	-29%	-2%
COc1cccc(C(=O)N2CCC[C@H]2C(=O)N2CCC[C@H]2C(=O)NCc2ccc(F)cc2F)c1
    15%	-7%	-6%	-14%	i	11%	.	-11%	-4%
Cc1ccc(NC(=O)CN2CCCC2c2cccn2C)cc1C (configuration not stated)
    -19%	0%	-6%	-27%	i	?	-2%	8%	-3%
O=C(CCc1ccc(S(=O)(=O)N2CCOCC2)cc1)N1CCN(Cc2ccc3c(c2)OCO3)CC1
    -1%	5%	13%	-9%	i	-1%	0%	-3%	-5%
O=C(CSc1nc2ccccc2o1)N1CCN(S(=O)(=O)c2ccc3ccccc3c2)CC1
    -12%	-16%	-5%	i	i	1%	-1%	.	-7%
CCCCc1c(-c2ccc(F)cc2)ncn1CCc1ccccc1OC
    ?	-5%	5%	-34%[inhibitor]	i	?	.	14%	0%
CCCC(c1nnnn1CC(=O)OCC)N(Cc1cc2ccc(C)cc2[nH]c1=O)C1CCCC1 (configuration not stated)
    4%	19%	21%	i	i	12%	2%	-2%	-5%
CCN(CC)c1nc2ccccc2nc1-n1nc(C)cc1C
    -15%	-5%	-15%	-3%	i	?	-5%	20%	0%
COc1cc(NC(=O)CN(C)S(=O)(=O)c2ccc3c(c2)CC(C)N3C(C)=O)cc(OC)c1OC (configuration not stated)
    -11%	0%	-6%	-65%[inhibitor]	i	-6%	1%	8%	2%
O=C(CN(CCc1ccccc1)S(=O)(=O)c1ccc(Br)cc1)NCc1ccc(Cl)cc1
    3%	0%	-9%	-22%	.	1%	.	4%	.
CC(Sc1nnnn1-c1ccccc1)C(=O)Nc1ccc(Cl)cn1 (configuration not stated)
    25%	-23%	26%	i	i	?	0%	26%	3%
C#CCNC(=O)C1=C[C@@H](c2ccc(C(F)(F)F)cc2)C[C@@H](OCc2ccc(CO)cc2)O1
    -14%	1%	-16%	-28%	i	?	.	39%	8%
Cn1ccnc1Sc1ccc(/C=N/NC(=O)c2ccccc2[N+](=O)[O-])cc1[N+](=O)[O-]
    20%	3%	10%	-31%[inhibitor][57.5 µM]	i	-2%	-1%	24%	1%
Clc1ccc(-c2csc(Nc3ccccc3)[n+]2Cc2ccco2)c(Cl)c1
    25%	6%	1%	-38%[inhibitor]	i	2.8µM*	-3%	18%	-18%
CC/C(=N\NC(=O)c1cc(C)oc1C)c1ccc(OC(F)F)cc1
    24%	4%	-12%	-13%	i	?	.	-5%	4%
COc1cc2c(cc1OC)CN(C(=O)CN1CCN(S(=O)(=O)c3ccccc3Br)CC1)CC2
    12%	4%	-4%	-2%	i	2%	0%	11%	0%
O=C(NNC(=O)C1CCN(C(=O)Nc2ccccc2)CC1)c1ccc([N+](=O)[O-])cc1
    7%	9%	-8%	i	i	16%	-1%	-13%	-6%
COc1ccc(OC)c(S(=O)(=O)N2CCCC2C(=O)NC(C)c2ccccc2)c1 (configuration not stated)
    11%	9%	1%	-13%	i	-4%	-8%	17%	0%
Fc1cccc(CSc2ccc(-c3ccc4c(c3)OCO4)nn2)c1
    17%	6%	3%	i	i	-13%	-1%	.	1%
COc1ccc(CN2CC(C(=O)NCCCN3CCCCC3)CC2=O)cc1 (configuration not stated)
    2%	-5%	4%	i	i	7%	4%	-15%	-1%
COc1ccc(S(=O)(=O)N(C)C)cc1NC(=O)CCCSc1ccccc1
    -24%	-2%	-2%	i	i	-5%	2%	38%	-4%
Cc1cccc(CC2S/C(=N/c3cccc(C)n3)NC2=O)c1 (configuration not stated)
    -6%	-8%	-2%	-6%	i	-16%	-1%	8%	-1%
Cc1nc(Cl)c(C(=O)NCc2ccccc2)c(C)c1Cl
    6%	16%[0.307 µM]	19%	-23%	i	15%[0.307 µM]	-3%	2%	-1%
COc1ccc(CCNC(=O)C2CC(=O)N(C3CCCCC3)C2)cc1OC (configuration not stated)
    7%	2%	10%	-15%	i	27%	1%	4%	1%
Cn1c(-c2c(N)n(CCCc3ccccc3)c3nc4ccccc4nc23)nc2ccccc21
    ?	336%[activator]	2%	i	.	-4%	-7%	32µM*	-25%
CCn1c(-c2cc(Br)ccc2O)n[nH]c1=S
    -16%	-3%	-4%	i	i	2%	.	16%	-5%
O=[N+]([O-])c1cccc(-c2ccc(CN3CCN(c4ccccc4)CC3)o2)c1
    ?	3%	12%	i	i	?	0%	17%	-10%
CCCn1nnc(NC(=O)c2ccccc2Cl)n1
    -7%	-2%	-4%	-10%[57.5 µM]	i	-10%	1%	-4%	-6%
CN(C)CCCN(Cc1ccc2c(c1)OCO2)C(=O)NC1CCCCC1
    12%	-1%	-7%	i	i	?	0%	-11%	-3%
C=CC(C)(C)c1c2occc2c(O)c2ccc(=O)oc12
    2%	-6%	-13%	-49%[inhibitor]	i	-22%	-2%	0%	1%
CCOCc1c(C(=O)OCC(=O)/C(C#N)=C(\C)N)oc2ccccc12
    -9%	-5%	0%	0%	i	-28%	-2%	2%	-4%

# Screening data from PubChem BioAssay.

# These rows are one share of the data (hit frequency here may not be typical).
